PLK1 PBD block: blocks phosphopeptide binding to human PLK1 polo-box domain; Potency, µM, for inactives: max response, negative = inhibition, usual class: inhibitors; P53350; hit rate 2.8% among 360,000; Plk1 PBD binding of FITC phosphopeptide, fluorescence polarization; AID 720504; further: potency means the concentration at half of the fitted maximal effect; series mostly up to about 57 µM; on the % scale 0 is the no-effect control and ±100 the full control effect; nearly all actives have a fitted effect of over 65% in size
Target sequence (P53350 whole entry, looked up, the tested form may be a part): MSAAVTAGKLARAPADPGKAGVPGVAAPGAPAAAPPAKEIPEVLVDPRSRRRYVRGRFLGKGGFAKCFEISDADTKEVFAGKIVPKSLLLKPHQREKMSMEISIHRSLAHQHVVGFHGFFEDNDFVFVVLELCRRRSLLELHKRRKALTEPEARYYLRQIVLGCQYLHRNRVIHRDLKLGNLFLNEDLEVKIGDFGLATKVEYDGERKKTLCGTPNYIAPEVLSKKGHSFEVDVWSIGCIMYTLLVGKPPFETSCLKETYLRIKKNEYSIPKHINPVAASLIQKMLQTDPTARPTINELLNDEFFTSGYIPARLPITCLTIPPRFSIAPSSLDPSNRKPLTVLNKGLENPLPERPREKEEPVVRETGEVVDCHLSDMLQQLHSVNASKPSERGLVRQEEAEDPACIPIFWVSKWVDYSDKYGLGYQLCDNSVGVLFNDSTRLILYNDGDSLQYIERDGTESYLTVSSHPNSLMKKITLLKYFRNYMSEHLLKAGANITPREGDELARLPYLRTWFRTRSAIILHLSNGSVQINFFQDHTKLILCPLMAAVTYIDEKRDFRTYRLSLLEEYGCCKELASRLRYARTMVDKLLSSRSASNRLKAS
MmCpn inh: M. maripaludis TRiC chaperonin inhibition. Potency, µM (titrated, usually from 76.9 µM), for inactives: at the highest dose activity, negative = inhibition, hits mostly inhibitors. purified Mm-Cpn ATPase, ADP Transcreener TR-FRET. hit rate 0.031% among 330,000; further: potency means the concentration at half of the fitted maximal effect; on the % scale 0 is the no-effect control and ±100 the full control effect; nearly all actives have a fitted effect of over 80% in size
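Measured: ADP formation by purified Mm-CPN. Conditions: 25 nM protein, 10 uM ATP, Tris pH 7.4 with Mg2+, K+ and DTT, 37°C for 30 min. Detection: Transcreener HTRF after 30 min at room temperature.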
EPAC1 antagonist: antagonists of human EPAC1; EPAC1 GEF assay, Rap1b-BODIPY-GDP exchange fluorescence; Potency, µM (top dose mostly 115 µM), inactives show top-dose activity change, negative = inhibition, usual class: inhibitors; hit rate 0.14% among 360,000;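 further: potency means the concentration at half of the fitted maximal effect; plate controls were vehicle for no effect and positive control for full effect; nearly all actives have a fitted effect of over 50% in size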
EPAC1 agonist: agonists of human EPAC1 | AID 720707 | hit rate 0.073% among 360,000 | Potency, µM (doses to about 154 µM), without a hit: at the top dose activation, usual class: activators | EPAC1 agonist qHTS, biochemical assay; response scale: 100% = response to 6.5 mM cAMP; further: potency means the concentration at half of the fitted maximal effect; nearly all actives have a fitted effect of over 60% in size
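Normalized to 6.5 mM cAMP, activity reflects EPAC1-catalysed release of BODIPY-GDP from Rap1B, followed kinetically over 30 min at 480 nm excitation, 540 nm emission. Reaction contained 100 nM EPAC1, 250 nM Rap1B-BODIPY-GDP, 50 uM GDP.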
WRN inhibitor: WRN helicase (human) inhibition; Potency, µM (series often up to 114 µM), for inactives: at the highest dose activity change, negative = inhibition, hits mostly inhibitors; WRN helicase unwinding, fluorescent forked duplex, kinetic; AID 651768; Q14191; hit rate 0.46% among 360,000; further: potency means the concentration at half of the fitted maximal effect; on the % scale 0 is the no-effect control and ±100 the full control effect; nearly all actives have a fitted effect of over 55% in size
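Kinetic fluorescence helicase assay: unwinding of a quenched forked DNA duplex (100 nM final) with 2 mM ATP final raises red fluorescence (525/598 nm). Compounds sat 15 min at room temperature with 20 nM WRN beforehand.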
PI5P4Ka inh: inhibitors of human PI5P4K alpha; PI5P4Kalpha enzyme, ADP-Glo luminescence, 60 min; active compounds read low; P48426; max response, %; AID 652105; hit rate 1.2% among 330,000; active means max response of -50% or lower; inconclusive means between -30% and -50%; inactive means -30% or higher; further: value at the top dose of about 77 µM; on the % scale 0 is the no-effect control and ±100 the full control effect
Target sequence (P48426 whole entry, looked up): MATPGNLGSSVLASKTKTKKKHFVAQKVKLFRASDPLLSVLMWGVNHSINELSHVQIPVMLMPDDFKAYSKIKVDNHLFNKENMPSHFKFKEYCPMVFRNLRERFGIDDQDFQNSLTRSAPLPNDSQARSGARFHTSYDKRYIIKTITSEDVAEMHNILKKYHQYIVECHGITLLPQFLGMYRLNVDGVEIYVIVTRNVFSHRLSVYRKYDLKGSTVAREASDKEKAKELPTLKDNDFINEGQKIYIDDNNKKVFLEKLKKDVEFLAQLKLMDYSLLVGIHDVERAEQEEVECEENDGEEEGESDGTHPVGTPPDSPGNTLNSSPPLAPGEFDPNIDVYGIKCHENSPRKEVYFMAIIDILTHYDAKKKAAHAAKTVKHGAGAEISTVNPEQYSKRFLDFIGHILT
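Controls without substrate or without enzyme flank wells where PI5P4Kalpha converts substrate using 5 microM ATP (final). Incubation lasts 60 minutes at room temperature; ADP formed is read by ADP-Glo luminescence.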
CCT modulator: cytosolic chaperonin activity modulation; purified chaperonin ATPase assay, HTRF ADP detection, 30 min; activity change, % (concentration not given with the values), hits read low; hit rate 0.3% among 360,000; in the data active means activity change below about -30%; further: on the % scale 0 is the no-effect control and ±100 the full control effect
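First, chaperonin was dispensed at 40 nM or 20 nM final depending on batch activity. Next, compounds were pinned at 76 uM and ATP added at 10 uM. After 30 min at 37 °C, ADP detection reagents ran 30 min at ambient temperature.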
EPAC2 antag: antagonists of human EPAC2; Q8WZA2; EPAC2 GEF exchange of Rap1B-BODIPY-GDP, fluorescence; Potency, µM (titrated, usually from 114 µM), for inactives: at the top dose activity, negative = inhibition, usual class: inhibitors; hit rate 0.18% among 360,000; AID 720708; further: potency means the concentration at half of the fitted maximal effect; on the % scale 0 is the no-effect control and ±100 the full control effect; nearly all actives have a fitted effect of over 45% in size; many of its hits are not listed in these tables
An asterisk follows results filed as active; ? = inconclusive; . = no result given; [ ] = another dose, or the depositor's remark. Unless noted, the call rests on the fitted dose curve; in most records, active means well fitted curve in the direction sought with a large enough effect; inconclusive means small, poorly fitted or top-dose-only effect, or another doubt; inactive means no such curve, though single readings can be large; an effect the other way counts as inactive or inconclusive.

canonical_smiles	PLK1 PBD block	MmCpn inh	EPAC1 antagonist	EPAC1 agonist	WRN inhibitor	PI5P4Ka inh	CCT modulator	EPAC2 antag
CCOC(=O)C1=CN(Cc2ccco2)S(=O)(=O)NC1c1ccc(Br)cc1F (centres undefined)	-11%	0%	-20%	-10%	-5%	?	-1.4	-21%
O=S(=O)(Cc1ccccc1)N1CCN(Cc2c(F)cccc2Cl)CC1	4%	-1%	10%	-4%	-3%	5	2.2	21%
Brc1ccc([C@H]2CN3CCSC3=N2)cc1	2%	.	-4%	-2%	11%	-4	-0.3	1%
O=C(N/N=C/c1ccco1)C(O)C(O)C(=O)N/N=C/c1ccco1 (centres undefined)	-7%	-1%	7%	5%	-8%	-7	0.6	5%
Cc1ccc(S(=O)(=O)N2CCOCC2)cc1C(=O)OC(C)C(=O)NC1CCCC1 (centres undefined)	-5%	-1%	-21%	10%	-10%	4	-1.5	-3%
CCN(C[C@H]1N[C@@](Cc2ccccc2)(C(=O)OC)[C@H]2C(=O)N(C)C(=O)[C@@H]12)C(=O)COC	-13%	0%	-12%	-6%	3%	-1	-1.1	14%
COc1cc(OC)c(C(=O)OC(C)C(=O)Nc2cc(C(F)(F)F)ccc2Cl)cc1OC (centres undefined)	0%	0%	?	-12%	-4%	-1	-2.1	-14%
CCOC(=O)C1CCN(C2=NC(=O)/C(=C/c3ccccc3OC)S2)CC1	0%	1%	7%	3%	7%	0	-1.0	6%

canonical_smiles	PLK1 PBD block	MmCpn inh	EPAC1 antagonist	EPAC1 agonist	WRN inhibitor	PI5P4Ka inh	CCT modulator	EPAC2 antag
CC(O)[C@H]1CNC(=O)C(=O)N1CCc1cccc2ccccc12 (some centres undefined)	3%	3%	7%	-7%	14%	-4	-1.8	10%
CCOC(=O)c1cc(OC(=O)c2ccccc2OC)n(-c2ccccc2)n1	-19%	0%	0%	5%	-8%	.	-1.5	-2%
Cc1c(NC(=O)CCC2CCCCC2)cc(C(=O)N2CCOCC2)cc1[N+](=O)[O-]	?	0%	-15%	-7%	0%	-3	-0.9	1%
COc1ccc2nc(N3CCCCC3)c(C#N)cc2c1	-27%	-2%	-7%	15%	-20%	5	-3.7	-28%
COC(=O)c1sc(NC(=O)c2ccc([N+](=O)[O-])o2)c(C#N)c1C	?	2%	-7%	3%	-7%	-23	0.5	-15%
COc1ccc(CCNC(=O)C2Cc3ccccc3C(=O)O2)cc1 (centres undefined)	-12%	-1%	10%	10%	-8%	2	3.0	-4%
COc1ccccc1NC(=O)COC(=O)c1ccccc1SCC(=O)N1CCCC1	-15%	-10%	-3%	-13%	-24%	2	4.1	-15%
CCC(C(=O)NCc1ccccc1)n1c(C2CCN(C(C)=O)CC2)nc2ccccc21 (centres undefined)	-8%	.	-5%	-6%	4%	-2	.	8%

canonical_smiles	PLK1 PBD block	MmCpn inh	EPAC1 antagonist	EPAC1 agonist	WRN inhibitor	PI5P4Ka inh	CCT modulator	EPAC2 antag
COC(=O)c1ccc(C)c(N(CCO)CCO)c1	0%	0%	-2%	-2%	-2%	.	-0.6	4%
Cc1ccc(CN2C(=O)CCC2(C)c2nnnn2Cc2ccccc2)cc1 (centres undefined)	-9%	.	6%	2%	-1%	-1	-0.3	1%
COc1ccc(C(=O)Nc2ccc3nc(C)sc3c2)cc1S(=O)(=O)N1CCOCC1	4%	.	5%	-7%	-3%	0	1.0	5%
CC(C)c1ccc(NC(=O)Nc2nc(CN)cs2)cc1	-11%	.	5%	-6%	2%	6	-3.7	8%
CCCCn1cnc(C(=O)OCC)c1N	1%	2%	10%	-5%	-5%	2	0.8	8%
COc1ccc(CNC(=O)C2CCCN(S(=O)(=O)c3ccc(F)cc3)C2)cc1 (centres undefined)	4%	-2%	-2%	-11%	-10%	7	-1.2	9%
CN1CCN(C(=O)CN(c2cc(C(F)(F)F)ccc2Cl)S(C)(=O)=O)CC1	4%	-1%	-13%	8%	-4%	.	0.8	5%
O=C(CSCc1ccccc1)N/N=C/c1ccccc1OCc1ccccc1	2%	4%	-8%	14%	-14%	.	2.3	-2%

canonical_smiles	PLK1 PBD block	MmCpn inh	EPAC1 antagonist	EPAC1 agonist	WRN inhibitor	PI5P4Ka inh	CCT modulator	EPAC2 antag
Cc1ccccc1CC(=O)Nc1ccc2c(c1)c(=O)n(C)n2-c1cccs1	-23%	.	-17%	-2%	-9%	-2	-2.2	14%
CC1Sc2ccccc2N(Cc2ccccc2)C1=O (centres undefined)	0%	.	5%	-4%	0%	2	-10	-8%
Cc1ccc2nc(SCC(=O)Nc3cccc(S(=O)(=O)N(C)C)c3)[nH]c2c1	-16%	-1%	-12%	-4%	-25%	-2	-0.8	-6%
O=C(Nc1c(-c2ccc(F)cc2)nc2ccccn12)c1ccc(F)cc1	2%	0%	7%	3%	4%	5	0.9	-6%
CCOC(=O)C(=O)Nc1ccccc1C#N	-4%	0%	1%	3%	0%	1	0.0	5%
COc1ccc(-c2nnn(CC(=O)NCc3ccccc3)n2)cc1OC	-4%	0%	2%	1%	15%[57.1 µM]	.	-0.1	-2%
O=C(Cn1cc(C(F)(F)F)ccc1=O)Nc1ccccc1	-9%	1%	-2%	4%	-4%	0	0.5	9%
CCn1cc(C(=O)NCc2cccs2)c(=O)c2cc(S(=O)(=O)N3CCOCC3)ccc21	-7%	1%	-26%	4%	2%	2	-2.2	6%

Given with each value named: entries from further up
SMILES: CC1Sc2ccccc2N(Cc2ccccc2)C1=O (centres undefined)
  PLK1 PBD block = 0%; MmCpn inh = .; EPAC1 antagonist = 5%; EPAC1 agonist = -4%; WRN inhibitor = 0%; PI5P4Ka inh = 2; CCT modulator = -10; EPAC2 antag = -8%

SMILES: Cc1ccc2nc(SCC(=O)Nc3cccc(S(=O)(=O)N(C)C)c3)[nH]c2c1
  PLK1 PBD block = -16%; MmCpn inh = -1%; EPAC1 antagonist = -12%; EPAC1 agonist = -4%; WRN inhibitor = -25%; PI5P4Ka inh = -2; CCT modulator = -0.8; EPAC2 antag = -6%

Other entries follow.
canonical_smiles	PLK1 PBD block	MmCpn inh	EPAC1 antagonist	EPAC1 agonist	WRN inhibitor	PI5P4Ka inh	CCT modulator	EPAC2 antag
COc1ccc(CNc2nc3c(c(=O)[nH]c(=O)n3C)n2CCCc2ccccc2)cc1	-9%	-3%	28%	1%	-1%	25	3.9	6%
CCCCN(CC)CCCNC(=S)Nc1ccc2nc3n(c(=O)c2c1)CCCCC3	-15%	0%	-6%	1%	-2%	-9	-1.8	0%
Cc1ccc(S(=O)(=O)Nc2cc(=O)[nH]c(SCc3ccccc3Cl)n2)cc1	-9%	-2%	-2%	10%	2%	-13	-1.2	9%
CCOC(=O)C1=C(CC)OC(N)=C(C#N)C1c1ccc(OC)c(OC)c1OC (centres undefined)	-4%	0%	2%	-4%	0%	1	-1.0	?
CN1CCc2cc3c(c4c2C1CC41CCC(=NO)CC1)OCO3 (centres undefined)	3%	1%	7%	-3%	13%	-9	-2.0	-4%
O=C(CCN1C(=O)c2ccc([N+](=O)[O-])cc2C1=O)Nc1ccc(O)cc1C(=O)O	-9%	2%	?	-3%	-3%	-7	-1.7	-4%
COc1cc(CNc2ccc(N3CCN(C(C)=O)CC3)cc2)ccc1OCc1ccccc1	-1%	-5%	-5%	12%	-10%	1	-1.8	-12%
CCOC(=O)c1ccc(N2Cc3ccccc3C2=NC(=O)c2cccc([N+](=O)[O-])c2)cc1	-10%	.	-12%	6%	-4%	-2	-1.0	-8%

Entries above that contain a cyano group:
canonical_smiles	PLK1 PBD block	MmCpn inh	EPAC1 antagonist	EPAC1 agonist	WRN inhibitor	PI5P4Ka inh	CCT modulator	EPAC2 antag
COc1ccc2nc(N3CCCCC3)c(C#N)cc2c1	-27%	-2%	-7%	15%	-20%	5	-3.7	-28%
COC(=O)c1sc(NC(=O)c2ccc([N+](=O)[O-])o2)c(C#N)c1C	?	2%	-7%	3%	-7%	-23	0.5	-15%
CCOC(=O)C(=O)Nc1ccccc1C#N	-4%	0%	1%	3%	0%	1	0.0	5%
CCOC(=O)C1=C(CC)OC(N)=C(C#N)C1c1ccc(OC)c(OC)c1OC (centres undefined)	-4%	0%	2%	-4%	0%	1	-1.0	?

The results go on:
Each structure is followed by: PLK1 PBD block, MmCpn inh, EPAC1 antagonist, EPAC1 agonist, WRN inhibitor, PI5P4Ka inh, CCT modulator, EPAC2 antag
Cc1csc(SCC(=O)Nc2cc(C(N)=O)cc(C(N)=O)c2)n1
    -14%, 1%, -7%, 12%, ?, -12, -0.6, -3%
CC(NCC(=O)Nc1ccccc1C(=O)NC1CC1)c1cccc(C(F)(F)F)c1 (centres undefined)
    -4%, -3%, 11%, -10%, -6%, 3, 0.0, -22%
O=S1(=O)CC(O)C(N2CCC(c3ccccc3)CC2)C1 (centres undefined)
    -8%, 0%, 3%, 7%, -4%[57.1 µM], ., -0.7, -3%
Nn1c(SCC(=O)NC2CCS(=O)(=O)C2)nc2scc(-c3ccccc3)c2c1=O (centres undefined)
    -13%, -3%, -3%, 6%, 0%, -20, -1.1, -7%
CN1CCN(c2nc3ccccn3c(=O)c2C=O)CC1
    -10%, -1%, 1%, 7%, -20%, 0, 0.2, -4%
CC(=O)N(C)c1ccc(NCc2cc(=O)oc3cc(C)c(O)cc23)cc1
    -15%, -1%, -4%, 5%, 2%, -7, 0.9, -6%
COc1cc(OC)nc(NC(=O)CSc2nc3ccccc3o2)n1
    -11%, 1%, 10%, 0%, 0%, ., -0.1, 1%
Cc1cc(=O)[nH]c(SCCCOc2ccc3c(c2)CCC3)n1
    -11%, 2%, 0%, 1%, -3%, ., -0.9, 0%
CCN(CC)c1nc2c(c(=O)n(C)c(=O)n2C)n1CCCc1ccccc1
    -2%, -2%, -17%, -7%, 4%, -5, -1.2, 0%
CCOC(=O)c1ccc(-n2c(CN3CCC(O)CC3)nc3ccc([N+](=O)[O-])cc3c2=O)cc1
    ?, 1%, 11%, -11%, -1%, -4, -0.7, 1%
CCOC(=O)C1CCN(S(=O)(=O)c2ccc(NC(C)=O)c(Cl)c2)CC1
    4%, 2%, 13%, -3%, -7%, 1, -2.2, 12%
CC(=O)N1CC(C(=O)Nc2ccc3c(c2)OCO3)Oc2ccccc21 (centres undefined)
    -5%, -2%, -5%, -3%, -7%, 0, -1.2, -7%

An excerpt; count on the stated rates, not on these rows.
